bovine MsrA act = bovine MsrA enzyme activators, primary screen, biochemical, absorbance, HTS | activation, % at 10.6 µM | hit rate 0.3% among 360,000 | Methionine sulfoxide reductase A (Bos taurus) | AID 602163, 2012 | purified bovine MsrA, absorbance read-out; in the data active = activation above about 7.5%;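 also: 0% = vehicle and 100% = reference activator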
E coli Lon inh = inhibitors of E. coli Lon protease, primary screen, biochemical, fluorescence polarization | purified E. coli Lon protease | hit rate 0.42% among 360,000 | inhibition, % at 7.94 µM | P0A9M0; in the data active = inhibition above about 13%, passing the limit was not always enough;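 also: 0% = enzyme with probe and DMSO and 100% = no enzyme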
SUMO1-SIM PPI = modulators of SUMO1 protein-protein interactions, primary screen, biochemical, uHTS | hit rate 0.33% among 360,000 | Small ubiquitin-related modifier 1 (Homo sapiens), P63165 | inhibition, % at 20 µM | SUMO1 binding to a labelled peptide, TR-FRET, 1 h; in the data active = inhibition above about 37%
DNMT1 block = human DNMT1 methyltransferase inhibitors, primary screen, biochemical, molecular beacon, fluorescence, HinP1I cleavage, uHTS; inhibition (reported as % activation of signal), % at 10 µM; hit rate 0.83% among 360,000; AID 588458, 2011; in the data active = inhibition above about 50%
LMPTP inh = LMPTP phosphatase inhibitors, primary screen, biochemical, fluorescence intensity, uHTS; recombinant LMPTP-A, OMFP fluorogenic substrate; hit rate 0.22% among 360,000; AID 651560, 2012; inhibition, % at 20 µM; Low molecular weight phosphotyrosine protein phosphatase (Homo sapiens), P24666;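 active = compounds that cut the enzyme signal by at least half of the control window in the single-dose screen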;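 also: plate controls were DMSO wells with enzyme plus substrate for no effect and substrate without enzyme for full effect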
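Test system: LMPTP-A phosphatase enzyme. Amount: LMPTP-A at 0.625 nM final in the reaction. Reagent: OMFP substrate, 400 µM final. Times: 50 min at room temperature. Signal: endpoint fluorescence intensity from OMFP dephosphorylation. Read-out basis: % inhibition. Benchmarks: no-enzyme and uninhibited controls.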
NRP1-CendR mod = modulators of CendR peptide binding to NRP-1, primary screen, biochemical, fluorescence polarization, uHTS. Neuropilin-1 (Homo sapiens), O14786. FAM-RPARPAR peptide binding to NRP-1. inhibition, % at 25 µM. hit rate 0.85% among 360,000. AID 602438, 2012;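 active = inhibition or corrected inhibition above about 18%, plus a signal ratio from 0.5 to 1.5, limit read from the data, passing the limit was not always enough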; also: strong numbers were not always called active
Target sequence (O14786 whole entry, looked up): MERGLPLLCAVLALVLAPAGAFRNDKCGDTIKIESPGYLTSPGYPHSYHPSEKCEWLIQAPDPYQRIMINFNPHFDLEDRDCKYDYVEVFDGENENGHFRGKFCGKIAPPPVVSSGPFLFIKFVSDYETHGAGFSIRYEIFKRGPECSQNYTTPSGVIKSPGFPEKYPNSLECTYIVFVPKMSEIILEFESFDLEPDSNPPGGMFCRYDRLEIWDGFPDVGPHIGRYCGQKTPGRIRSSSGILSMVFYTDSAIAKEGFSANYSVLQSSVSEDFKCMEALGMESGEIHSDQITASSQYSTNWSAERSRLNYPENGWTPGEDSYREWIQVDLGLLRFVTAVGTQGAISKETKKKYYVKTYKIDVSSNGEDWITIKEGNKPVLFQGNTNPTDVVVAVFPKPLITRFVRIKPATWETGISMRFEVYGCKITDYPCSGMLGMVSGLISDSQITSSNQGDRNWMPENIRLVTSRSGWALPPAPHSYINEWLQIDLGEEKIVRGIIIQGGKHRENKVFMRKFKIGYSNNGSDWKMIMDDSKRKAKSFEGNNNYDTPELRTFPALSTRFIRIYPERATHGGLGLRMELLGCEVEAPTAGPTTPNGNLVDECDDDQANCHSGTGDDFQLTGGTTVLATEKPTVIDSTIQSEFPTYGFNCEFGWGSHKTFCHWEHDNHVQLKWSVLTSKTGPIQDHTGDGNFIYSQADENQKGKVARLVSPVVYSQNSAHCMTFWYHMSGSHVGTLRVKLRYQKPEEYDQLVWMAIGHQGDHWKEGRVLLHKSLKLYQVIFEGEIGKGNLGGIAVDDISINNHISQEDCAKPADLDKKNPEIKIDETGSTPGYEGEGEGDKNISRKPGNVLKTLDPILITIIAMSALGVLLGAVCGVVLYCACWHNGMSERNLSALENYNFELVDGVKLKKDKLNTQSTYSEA
Scp1 inh = Scp-1 phosphatase inhibitors, primary screen, biochemical, colorimetric, uHTS. Carboxy-terminal domain RNA polymerase II polypeptide A small phosphatase 1 (Homo …. Recombinant Scp1, phosphopeptide, malachite green phosphate absorbance. inhibition, % at 20 µM. hit rate 0.88% among 340,000;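 active = inhibition above about 50% at 20 µM, limit read from the data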;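 also: plate controls were DMSO wells with enzyme for no effect and wells lacking enzyme for full effect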
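Incubation: 45 min enzyme reaction at room temperature / System: truncated SCP-1 phosphatase (76-261aa) / Reagent: Phospho 17-mer peptide substrate / Buffer or medium: Acidic Tris acetate buffer with magnesium and detergent / Signal: absorbance at 630 nm / Doses: one concentration, 20 µM, with 1.0% DMSO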
MsrA inh = bovine MsrA enzyme inhibitors, primary screen, biochemical, absorbance, HTS; Methionine sulfoxide reductase A (Bos taurus); inhibition, % at 15.5 µM; AID 651718, 2012; hit rate 0.75% among 360,000; purified bovine MsrA, absorbance read-out; in the data active = inhibition above about 4.5%;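 also: 0% = vehicle wells with enzyme and 100% = reference inhibitor wells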
STEP inh = STEP phosphatase inhibitors, primary screen, biochemical, fluorescence intensity, uHTS; recombinant STEP, OMFP fluorogenic substrate; AID 588621, 2011; hit rate 0.25% among 360,000; Tyrosine-protein phosphatase non-receptor type 5 (Homo sapiens), P54829; inhibition, % at 20 µM;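 active = inhibition at 20 µM, scaled per plate between control wells, above about 37%, limit read from the data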;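 also: 0% = DMSO with enzyme and substrate and 100% = substrate only without enzyme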
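System: STEP (striatal-enriched tyrosine phosphatase) enzyme, cell-free; medium: Bis-Tris pH 6.0 buffer with DTT, detergent; dosing: 20 µM, 1% DMSO; times: reaction 20 min, ambient temperature; detection: fluorescence, 480/540 nm; read-out basis: normalized % inhibition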
TbMetRS inhib = T. brucei MetRS inhibitors, primary screen, biochemical, luminescence. inhibition, % at 11.9 µM. purified T. brucei MetRS, ATP depletion, Kinase-Glo luminescence. methionyl-tRNA synthetase (Trypanosoma brucei brucei). hit rate 0.4% among 360,000. AID 624268, 2012;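 active = inhibition above a per-plate cutoff of the control wells' mean inhibition plus 3 SD, cut at about 5.5% in these data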;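 also: 0% = DMSO wells median and 100% = median of wells with control inhibitor compound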
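Dosing: 11.9 µM compound single dose, 0.9% DMSO; Assay system: purified T. brucei MetRS enzyme; Measured by: Kinase-Glo luciferase luminescence reporting remaining unconsumed ATP; Schedule: 15 min plus 2 h at 25 °C.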
Starred values were filed as active, the others as inactive; . = not tested or not shown.

SMILES	bovine MsrA act	E coli Lon inh	SUMO1-SIM PPI	DNMT1 block	LMPTP inh	NRP1-CendR mod	Scp1 inh	MsrA inh	STEP inh	TbMetRS inhib
O=C(Nc1ccc(Cl)cn1)c1ccc(Br)c(S(=O)(=O)N2CCCCC2)c1	-1	-13	11	-1	2.7	3	-7	-0.7	3	0.8
COc1cc2c(C(=O)NCCCN3CC(C)CC(C)C3)cn(CC(C)C)c(=O)c2cc1OC (centres undefined)	-2	0	0	-5	-0.9	1	-2	1.8	-1	-0.1
Cc1noc(NS(=O)(=O)c2ccc(NC(=O)C(F)(F)C(F)(F)C(F)(F)F)cc2)c1C	-3	-4	3	-2	-1.0	14	-8	0.7	0	-0.1
O=C(CNS(=O)(=O)c1ccc(F)cc1)Nc1ccc(C(F)(F)F)cc1	-9	4	1	0	0.0	3	-6	-1.3	-2	-0.2
Cc1nc2c(C#N)c[nH]n2c(=O)c1CCO	-3	-3	4	-1	-1.5	-5	-14	1.0	3	-0.6
O=C(NNc1ccc([N+](=O)[O-])cc1)c1ccco1	0	-16	-19	-8	2.3	1	-5	2.2	0	0.1
CC(C)NS(=O)(=O)c1ccc(CCC(=O)N2CCCCC2)cc1	-5	-1	1	-3	0.4	15	-3	0.4	1	-0.9
Nc1ccc2c(c1)C(=O)c1cc(Cl)c(Cl)cc1-2	-1	-1	-5	-1	2.1	3	-4	2.0	2	-0.3
[O-][n+]1onc2c1CCc1c-2nn(-c2ccccc2Cl)[n+]1[O-]	-2	9	-14	-1	-1.3	14	-10	1.5	0	-1.1
CCOc1nc(S(=O)(=O)c2ccc(C)cc2)c(Cl)s1	-2	-8	1	-4	-0.9	-4	-11	-0.3	0	-0.3
CCOC(=O)Nc1sc2c(c1C#N)CCC(C)C2 (centres undefined)	1	1	3	-6	0.6	-11	-16	.	1	-0.8
COc1ccc(S(=O)(=O)/N=C2\C=C(Nc3ccc(O)cc3)C(=O)c3ccccc32)cc1	6	5	19	41	8.5	18	-15	35*	0	1.7
O=C(NCc1ccccc1Cl)C1CCC(=O)N(C2CC2)C1 (centres undefined)	-5	-6	-3	0	-0.8	1	-7	0.5	-3	-0.2
C/C(=N\Nc1nccnc1Cl)c1ccc(Br)cc1	-4	-12	-26	-1	0.5	-11	-1	2.3	1	-1.9
CC(=O)Nc1ccc(C(=O)NNC(=O)CCc2ccccc2)cc1	-1	1	1	1	-0.1	-5	-3	2.0	-1	0.3
COc1cc(OC)cc(-c2c(-c3cccs3)c3cc(-c4ccc(OC)c(OC)c4)ccc3n2C)c1	-6	6	-7	-10	3.4	-11	-9	2.4	0	-0.5
Cc1ccc(N(CCC#N)C(=O)COC(=O)C2=COCCO2)cc1	-5	-3	1	1	1.4	-10	-1	0.7	-1	-0.3
Cc1cccc(OCC(=O)N2CCc3ccccc3C2)c1C	2	0	-1	-5	0.2	2	.	-0.4	0	0.1
COc1cc(S(=O)(=O)NC2CCCCC2)ccc1Cl	-1	14	1	3	-0.5	5	-6	0.6	-2	-1.2
O=C(NC1CC1)C1CC(=O)N(c2cccc(Cl)c2Cl)C1 (centres undefined)	-2	-4	-3	0	0.2	3	-5	0.3	0	0.4
COC(=O)c1c(NC(=O)C2(C)Cc3ccccc3C(=O)O2)sc2c1CCCC2 (centres undefined)	-11	3	-1	-2	1.0	10	-1	2.5	6	-1.6
CC(=O)N1CCCc2cc(S(=O)(=O)NC(C(=O)NCc3ccc(C)cc3)C(C)C)ccc21 (centres undefined)	3	4	-1	1	-1.0	12	-8	-0.7	0	-0.8
CC1(C)CC(=O)C(C=NCCN2CCN(CC(=O)Nc3ccccc3)CC2)=C(O)C1	-7	-1	-1	2	-2.9	5	-5	-0.4	1	0.0
CCOC(=O)c1cc2c(=O)n3ccccc3nc2n(C(C)C)c1=NC(=O)c1ccco1	-3	2	-17	2	-0.2	-6	-3	1.4	-4	0.2
CCOC(=O)N1CCN(C(=O)C2CCCN(S(=O)(=O)c3c(C)cc(C)cc3C)C2)CC1 (centres undefined)	-6	0	1	3	-1.4	7	-8	-0.7	-2	-0.1
COc1c(O)cccc1[C@H](O)C1CCN(CCc2ccc(F)cc2)CC1	2	71*	6	2	-0.8	43*	-6	0.3	1	-0.3
CN(CC1CCN(CCc2cccc(C(F)(F)F)c2)CC1)C(=O)c1ccccc1	-2	-5	2	-1	0.2	5	-7	0.5	-1	-0.8
CCN1C=CC2=C(C#N)C(N)C(C#N)(C#N)C(c3ccccc3C(F)(F)F)C2C1 (centres undefined)	-1	5	-17	-5	0.9	-16	-7	0.7	-1	-0.9
Clc1cccc(Cl)c1C[n+]1cccc2ccccc21	-3	-13	-22	3	3.6	-8	-7	-0.6	-1	-0.8
CCN1C(=O)[C@H]2[C@@H](c3ccc(C)cc3)N3C(=O)N(c4cccc(Br)c4)C(=O)[C@@]3(CC(C)C)[C@H]2C1=O	-13	1	3	-3	-0.7	2	-7	0.3	1	0.3

Quoted at random: six records from the list.
SMILES	bovine MsrA act	E coli Lon inh	SUMO1-SIM PPI	DNMT1 block	LMPTP inh	NRP1-CendR mod	Scp1 inh	MsrA inh	STEP inh	TbMetRS inhib
CC(=O)N1CCCc2cc(S(=O)(=O)NC(C(=O)NCc3ccc(C)cc3)C(C)C)ccc21 (centres undefined)	3	4	-1	1	-1.0	12	-8	-0.7	0	-0.8
CCN1C(=O)[C@H]2[C@@H](c3ccc(C)cc3)N3C(=O)N(c4cccc(Br)c4)C(=O)[C@@]3(CC(C)C)[C@H]2C1=O	-13	1	3	-3	-0.7	2	-7	0.3	1	0.3
Cc1cccc(OCC(=O)N2CCc3ccccc3C2)c1C	2	0	-1	-5	0.2	2	.	-0.4	0	0.1
Clc1cccc(Cl)c1C[n+]1cccc2ccccc21	-3	-13	-22	3	3.6	-8	-7	-0.6	-1	-0.8
COc1cc2c(C(=O)NCCCN3CC(C)CC(C)C3)cn(CC(C)C)c(=O)c2cc1OC (centres undefined)	-2	0	0	-5	-0.9	1	-2	1.8	-1	-0.1
CCOC(=O)c1cc2c(=O)n3ccccc3nc2n(C(C)C)c1=NC(=O)c1ccco1	-3	2	-17	2	-0.2	-6	-3	1.4	-4	0.2

Other compounds
SMILES	bovine MsrA act	E coli Lon inh	SUMO1-SIM PPI	DNMT1 block	LMPTP inh	NRP1-CendR mod	Scp1 inh	MsrA inh	STEP inh	TbMetRS inhib
Cc1cccc(NC(=O)CCN2CCOCC2)c1	-10	-3	-1	11	0.7	5	-10	-0.2	-3	-0.8
O=C(CC1C(=O)NCCN1Cc1ccccc1C(F)(F)F)NC1CCC1 (centres undefined)	-2	8	3	-3	-0.4	7	3	-0.4	2	0.3
CCN=c1sc(C(=O)Nc2ccccc2)c(C)n1CC	-4	1	4	0	-0.4	-2	-5	1.5	2	0.5
CC(=O)Nc1nc(CCC(C)C)cc2c1c(=O)oc1ccccc12	-7	0	-2	14	2.2	9	3	0.6	2	0.3
Cn1c(=O)c2c(ncn2CC(=O)OCC(=O)NC(c2ccccc2)c2ccccc2)n(C)c1=O	-4	-15	2	2	-1.1	2	-4	0.4	2	0.1
CCCCC(=O)N/N=C(/C)C1=C(C)C(C)(C)OC1=O	-6	-1	1	-2	-1.4	14	-11	1.0	-4	-0.3
COc1ccc(S(=O)(=O)Nc2cc3c4c(c2)CCC(=O)N4CCC3)cc1C	-2	3	3	2	0.0	-3	-6	-1.4	0	-0.3
CC(=O)c1ccc(S(=O)(=O)N2CCN(C)CC2)cc1	-5	-8	-4	0	-0.5	6	1	-1.2	1	0.4
CCc1c(C)nc2ncnn2c1N1CCCC(C(=O)Nc2cc(F)ccc2C)C1 (centres undefined)	-7	1	1	0	-0.8	1	-1	0.2	-2	-1.2
Cc1ccc(NC(=O)C2=CC=CN3CCS(=O)(=O)N=C23)cc1	-4	-5	-5	0	-0.6	-2	-7	2.1	5	-0.4
O=C(C1CC(=O)N(c2ccc(F)c(Cl)c2)C1)N1CCOCC1 (centres undefined)	-2	-7	3	2	-0.8	-5	.	-0.5	-3	-0.1
O=C(Nc1cccc2cccnc12)c1ccc(Br)o1	-3	8	-11	2	2.2	4	-9	1.3	-6	-1.0
COc1ccc(CCNS(=O)(=O)c2ccc3c(c2)NC(=O)CCS3)cc1OC	-1	4	0	3	-0.5	7	-4	-1.1	-2	0.2
COc1ccccc1OCC(=O)N1CCCC(Nc2ccc(C)c(C)c2)C1 (centres undefined)	2	10	2	-2	1.4	3	3	-1.3	-4	-0.3
